Compound activity from PubChem BioAssay.
DAX1 inh-1: inhibits human nuclear receptor DAX1; P51843; HEK293 Gal4-DAX1 luciferase reporter, luminescence; inhibition, % at 6.75 µM; 340,000 compounds, 0.99% hits; AID 504766;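 active = inhibition above the mean over all tested compounds plus 3 SD, cut at about 4.2% in these data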;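 note: 0% = DAX1-transfected cells with DMSO and 100% = empty-vector control cells with DMSO; inhibition shows as a rise in luminescence from relieved DAX1 repression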
FXN GAA850 act: frataxin GAA850 promoter activation; HEK293 lucGAA850 FXN promoter luciferase reporter, 24 h; percent of 10 µM SAHA response; activation, % at 6 µM; 360,000 compounds, 0.56% hits;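 active = activation above the average of all compounds screened plus 3 SD, cutoff fixed separately per campaign, cut at about 7.5% in these data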;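 note: 0% = DMSO wells and 100% = 10 µM SAHA wells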
KLK7 zymogen act: activators of human kallikrein-7 zymogen; purified proKLK7, EDANS-DABCYL substrate fluorescence; 100% is mature enzyme control, 0% vehicle; P49862; AID 652039; activation, % at 7 µM; 370,000 compounds, 0.9% hits;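 active = activation above the mean of all tested compounds plus 3 SD, computed per campaign excluding outliers beyond control limits, cut at about 13% in these data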
SMARCA2 activ: SMARCA2 function activation, primary screen. MG213 cells, MMTV-luciferase reporter, dexamethasone, overnight. 370,000 compounds, 1% hits. activation, % at 9.1 µM; in the data active = activation above about 7.8%;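 note: 0% = vehicle wells and 100% = reference activator wells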
hgDAF12 agonist: hgDAF-12 agonism, primary luciferase screen; AID 687014; HEK293 GAL4-hgDAF12 UAS-luciferase reporter, agonist luminescence; normalized to butyrate control; activation, % at 6.8 µM; 370,000 compounds, 1.8% hits;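 active = activation above a cutoff set at the mean of all screened compounds plus 3 SD, cut at about 10% in these data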;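 note: 0% = DMSO wells and 100% = sodium butyrate wells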
hcDAF12 agonist: H. contortus DAF-12 activation, primary screen; 370,000 compounds, 1.4% hits; HEK293 hcDAF-12 lit1-tk-luc reporter, luminescence; 0% DMSO, 100% Δ7-dafachronic acid; activation, % at 6.8 µM;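 active = activation above the mean of all tested compounds plus 3 SD, cut at about 5.5% in these data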;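 note: 100% = response to 3 µM Δ7-dafachronic acid high control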
GC-A act: GC-A (human) enzyme activation; P16066; HEK293 GC-A cells, cGMP TR-FRET, EC30 ANP; 0% at EC30 ANP, 100% saturating ANP; activation, % at 10 µM; 370,000 compounds, 0.14% hits; AID 1671463; in the data active = activation above about 40%
Target sequence (P16066 whole entry, looked up): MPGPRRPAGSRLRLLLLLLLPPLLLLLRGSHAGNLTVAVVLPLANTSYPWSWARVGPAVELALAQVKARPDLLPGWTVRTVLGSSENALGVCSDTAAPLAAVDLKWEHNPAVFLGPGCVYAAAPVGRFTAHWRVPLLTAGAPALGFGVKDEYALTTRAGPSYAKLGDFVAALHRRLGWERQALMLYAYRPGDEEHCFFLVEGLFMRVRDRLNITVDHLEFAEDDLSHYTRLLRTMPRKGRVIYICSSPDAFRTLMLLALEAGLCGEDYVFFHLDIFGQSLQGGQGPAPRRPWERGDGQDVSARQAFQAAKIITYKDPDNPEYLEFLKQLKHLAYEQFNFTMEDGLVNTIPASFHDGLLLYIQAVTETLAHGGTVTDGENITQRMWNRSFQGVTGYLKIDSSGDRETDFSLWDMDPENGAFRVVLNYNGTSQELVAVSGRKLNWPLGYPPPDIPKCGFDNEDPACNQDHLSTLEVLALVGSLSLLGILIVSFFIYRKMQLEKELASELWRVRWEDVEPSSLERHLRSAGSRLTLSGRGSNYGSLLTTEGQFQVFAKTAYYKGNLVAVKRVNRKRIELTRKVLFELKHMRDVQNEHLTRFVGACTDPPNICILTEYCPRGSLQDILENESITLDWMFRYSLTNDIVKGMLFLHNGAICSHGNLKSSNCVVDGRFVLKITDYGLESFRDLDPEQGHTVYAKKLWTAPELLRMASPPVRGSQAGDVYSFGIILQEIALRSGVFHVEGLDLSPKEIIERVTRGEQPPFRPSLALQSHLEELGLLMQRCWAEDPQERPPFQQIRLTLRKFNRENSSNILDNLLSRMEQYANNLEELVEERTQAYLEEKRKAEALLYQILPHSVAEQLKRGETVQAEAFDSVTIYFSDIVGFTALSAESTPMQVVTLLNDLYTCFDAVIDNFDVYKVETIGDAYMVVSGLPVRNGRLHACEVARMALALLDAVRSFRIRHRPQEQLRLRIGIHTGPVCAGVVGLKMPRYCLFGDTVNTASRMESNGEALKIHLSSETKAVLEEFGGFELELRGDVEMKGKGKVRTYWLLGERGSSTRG
NPR2 activator: GC-B (human) receptor activation; activation, % at 10 µM; HEK293-GC-B cells, CNP EC30, cGMP TR-FRET; 0% at EC30 CNP, 100% saturating CNP; 370,000 compounds, 0.11% hits; P20594; AID 1920062;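 active = activation at 10 µM reaching about 35% in either raw or pattern-adjusted values, limit read from the data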
DAX1 inh-2: blocks DAX1 repression of SF-1 activated StAR promoter. AID 652010. 370,000 compounds, 1.1% hits. inhibition, % at 6.8 µM. HEK293T StAR-luciferase reporter, SF-1/DAX-1 repression relief;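 active = inhibition above the mean over all tested compounds plus 3 SD, cut at about 3.6% in these data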;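 note: 0% = DAX-1 cells with DMSO and 100% = cells lacking DAX-1 with DMSO; higher inhibition means more luminescence from relief of DAX-1 repression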
HGIII-sPLA2 inh: Blocks human group III sPLA2 activity; QFRET BODIPY PC-A2 liposome hydrolysis, fluorescence; 370,000 compounds, 0.56% hits; Q9NZ20; inhibition, % at 12.2 µM;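 active = inhibition above mean plus 3 SD of compounds lying within the high and low control bounds, cut at about 19% in these data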;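 note: 0% = median of test compound wells and 100% = no enzyme DMSO wells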
ssDAF12 agonist: S. stercoralis DAF-12 activation, primary screen | HEK293 ssDAF-12/GRIP1 lit1-tk-luc reporter, luminescence; % of 3 µM dafachronic acid response | activation, % at 6.8 µM | 370,000 compounds, 1% hits | AID 652126;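 active = activation above the mean over all tested compounds plus 3 SD, cut at about 0.9% in these data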;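 note: 0% = DMSO-only wells and 100% = 3 µM delta7-dafachronic acid wells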
* = called active by the depositor; x = no result given.

no.	Compound	ssDAF12 agonist	hgDAF12 agonist	hcDAF12 agonist	HGIII-sPLA2 inh	KLK7 zymogen act	NPR2 activator	SMARCA2 activ	DAX1 inh-1	GC-A act	DAX1 inh-2	FXN GAA850 act
1	COCCCNC(=O)c1cc2c(-c3ccc(Cl)cc3)nn(C)c2s1	-0.5	-0.2	4.2	2	-6.0	3	-1	1.5	4	0.0	2.4
2	Cc1ccc(NC(=O)C2CCN(S(=O)(=O)c3ccc4c(c3)CC(C)N4C(=O)C3CCC3)CC2)nc1 (stereo not given)	-1.8	-3.8	-3.5	-8	0.9	-3	-4	-2.0	1	-6.9	0.5
3	CCOC(=O)C1CCCN(Cc2cc(Br)c(OC)cc2OC)C1 (stereo not given)	-1.6	-2.0	-0.8	-3	-0.3	-8	0	0.7	-10	0.5	-3.1
4	Cc1ccc(C(=O)N2CCN(c3ncccn3)CC2)cc1NC1=NC2CS(=O)(=O)CC2S1 (stereo not given)	-1.4	3.0	1.3	9	-0.6	0	-3	0.9	0	-0.8	-0.6
5	COc1ccccc1NC(=O)NC1(C(=O)N2CCC(C)CC2)CCCCC1	-1.1	-2.4	-1.5	4	0.6	-2	0	-0.5	5	-0.2	0.3
6	CC1(c2ccccc2)O[C@@H]2C[C@H]3[C@@H]4CCC5=CC(=O)C=C[C@]5(C)[C@@]4(F)[C@@H](O)C[C@]3(C)[C@]2(C(=O)CO)O1 (stereo not given in full)	-1.1	-4.2	0.4	-31	1.0	-11	0	0.2	-13	0.1	3.7
7	COc1cc(/C=N/NC(=O)C(=O)NCc2ccco2)cc(Br)c1O	-0.6	-1.6	-1.0	8	0.6	-4	-4	0.1	1	0.2	1.4
8	CCOC(=O)CNC(=O)CSc1nnc(SCC(=O)NCC(=O)OCC)s1	-0.7	2.9	1.8	-1	-0.9	3	-3	0.7	1	0.3	2.2
9	Cc1ccc(NC(=O)COC(=O)Cc2c[nH]c3ccccc23)cc1	-0.3	0.7	0.3	-101	0.6	-2	-2	2.0	0	-0.4	0.6
10	COc1ccc(-c2[nH]nc(-c3ccccc3)c2-c2nc3ccccc3[nH]2)cc1	-1.4	-2.6	-1.4	-4	-0.3	-4	-4	2.3	-6	-0.7	-0.5
11	N#Cc1c(-c2ccccc2)cc2nc3ccccc3n2c1N	-0.5	-0.6	-1.0	0	12	4	2	4.3*	8	-0.4	7.1
12	CC(=NNC(=O)c1ccncc1)c1ccccc1Cl	-0.9	2.4	-0.3	-1	-0.3	-4	-1	-0.5	0	0.2	1.9
13	Cc1ccc(C)c(OCCN2C(=O)NC3(CCc4ccccc4C3)C2=O)c1 (stereo not given)	-1.2	-0.7	-1.7	-6	0.4	5	-1	-0.7	1	-0.2	1.3
14	C=C1C(=O)O[C@@H]2C[C@@H](C)[C@@H]3C=CC(=O)[C@@]3(C)[C@@H](OC(C)=O)[C@H]12	-2.4	-11	-4.9	6	0.2	9	-9	x	6	-3.2	x
15	Cc1oc(-c2ccccc2Cl)nc1CS(=O)CC(=O)NCc1ccc(Cl)cc1 (stereo not given)	-0.9	-1.0	-1.1	-17	0.7	-2	0	1.2	-6	0.0	0.8
16	CCc1nnc(NC(=O)Cc2ccc(Br)cc2)s1	-1.9	-2.4	-1.2	0	-0.5	1	2	-0.6	3	1.1	1.7
17	Cc1ccc(C(=O)NCC(=O)NCC(=O)OCC(=O)c2ccc(F)cc2)cc1	-1.2	-1.2	2.5	27*	-0.1	-7	-3	0.1	3	-0.1	-0.9
18	CCOC(=O)C(NC(=O)c1cccc(Cl)c1)(Nc1sc2c(c1C(N)=O)CCC2)C(F)(F)F (stereo not given)	-1.3	-1.3	-0.6	0	1.1	2	-4	-2.4	-7	0.1	-0.2
19	COc1ccc(NC(=O)N(C)C[C@H]2Oc3ccc(NS(=O)(=O)c4cccs4)cc3C(=O)N([C@H](C)CO)C[C@@H]2C)cc1	-0.9	-1.1	-0.8	1	0.7	2	1	0.8	-1	0.1	-0.6
20	COC(=O)[C@]12C[C@H](CC(=O)NCc3ccc(C)o3)C(=O)N(Cc3ccc(Cl)cc3Cl)C1=C[C@H](C(C)C)O[C@@H]2C1CC1	-1.3	2.6	1.6	-16	0.5	-11	-3	x	-27	-1.2	x
21	COCCNC(=O)C1CCCN(C(=O)c2cc(-c3cccs3)oc2C)CC1 (stereo not given)	-1.0	-1.8	0.2	2	-0.1	2	-3	x	3	0.1	0.4
22	COc1ccccc1NC(=O)Nc1ccc2c(c1)nc(C)n2C	0.5	13*	5.0	-1	0.3	1	5	-1.1	3	6.0*	4.8
23	CCN(CC)CCCNC(=O)c1cc(-c2ccc(O)cc2)on1	-1.1	3.5	-2.2	-4	0.5	2	-2	0.9	0	2.4	-1.6
24	COc1ccc([C@H]2[C@H](C(=O)C(C)(C)C)N3N=Cc4ccccc4C3[C@]23N=C(c2ccccc2)OC3=O)cc1 (stereo not given in full)	-0.8	-0.5	0.3	-37	-3.8	-3	0	2.2	-6	0.1	-1.4
25	Cc1cccc(NC(=O)COC(=O)c2ccc3nc(C)c(C)nc3c2)c1	-0.9	0.9	-0.9	-11	-0.2	0	-5	0.4	-1	1.0	0.6
26	O=C(Nc1ncccc1O)c1cccc(S(=O)(=O)N2CCCC2)c1	-0.8	-1.0	-0.9	7	-0.4	6	-2	0.5	2	0.8	2.7
27	CC(C)NC(=O)CCCc1ccccc1	-0.9	1.9	0.0	4	0.0	0	4	1.1	3	0.7	0.4
28	COc1cc(NC(=O)COC(=O)Cn2cnc3c2c(=O)n(C)c(=O)n3C)cc(OC)c1	-1.0	0.6	-0.6	-1	-0.4	-3	0	2.0	-1	-0.6	-0.3
29	CC(=O)NCCNc1nc2cc(-c3ccccc3CO)sc2c(=O)n1C	-0.8	0.8	-0.6	10	-0.1	-5	1	x	-2	-0.8	-0.7
30	Cc1cc(Br)ccc1NC(=O)CNC(=O)CNc1cccc([N+](=O)[O-])c1	-1.5	1.1	-1.0	3	0.8	-2	-1	-0.6	-4	0.5	-3.4
31	Nc1cc(Cl)ccc1C(=O)OCC(=O)NCC1CCCO1 (stereo not given)	-0.6	6.5	2.6	8	6.6	-6	0	-0.5	-1	0.0	0.6
32	Cc1ccc(/C=C(\C#N)C(=O)Nc2cccc(C)n2)cc1	-0.9	-0.9	0.2	-23	0.5	3	3	0.3	-3	0.0	-0.9
33	CCCC(=O)n1nc(-c2cccnc2)nc1NCc1ccc(OC)cc1	-1.4	-1.2	-2.0	6	0.6	11	-3	0.0	11	-0.4	0.0
34	CNC(=O)c1cc(S(=O)(=O)N2CC(C)OC(C)C2)ccc1N1CCOCC1 (stereo not given)	-1.4	-0.3	-0.7	4	0.7	2	-1	-0.6	5	-1.1	-1.4
35	CSc1ccc(CN(C)C(=O)c2cccc(S(=O)(=O)N3CCN(Cc4ccccc4)CC3)c2)cc1	-2.2	-7.5	-3.9	-12	0.0	-7	-3	-2.5	-1	-7.1	-4.2
36	COc1ccc([N+](=O)[O-])cc1NC1C2CC3CC(C2)CC1C3 (stereo not given)	-0.5	-0.6	2.2	1	0.4	4	1	1.7	-2	0.5	0.5
37	Cc1ccc(CN2C3=NCCN3c3ccccc32)cc1	-1.3	-1.1	-3.0	0	0.5	2	-2	-1.1	-3	0.0	-0.3
38	CC(C)(C)c1nc2ccccc2c2nnc(SCC(=O)NCc3ccco3)n12	-1.6	-1.8	-0.3	-12	0.2	-3	-2	-0.4	-9	-1.0	1.1
39	O=[N+]([O-])c1ccccc1OCCCN1CCc2ccccc2C1	0.1	1.9	4.9	2	-0.3	-1	-1	0.3	3	-0.1	1.8
40	CN(C(=O)CCn1nnc(-c2cccs2)n1)C1CCCCC1	-0.5	1.9	0.6	-4	-0.3	-3	4	x	-1	-0.3	x
41	CCNC(=O)c1c(O)c2cccc3c2n(c1=O)CC3	-0.4	3.9	0.7	5	-0.7	1	-5	0.7	-2	0.3	4.0
42	Cc1cc(C)n(-c2cc(N3CCOCC3)nc(-c3ccccc3)n2)n1	-1.6	-1.2	-1.2	14	0.1	-6	-2	0.0	-9	0.4	1.1
43	Cc1ccc2nc(-c3ccc(S(=O)(=O)N4CCCCC4)cc3)cn2c1	-1.0	4.5	2.3	-5	-5.7	1	4	1.5	-1	0.2	2.8
44	COc1ccccc1CNC(=O)c1ccc2nc3[nH]c4ccccc4c3nc2c1	-2.4	2.7	-3.7	-22	-3.8	32	1	-3.0	26	-0.8	-1.8
45	Cc1cccc(OCC(=O)Nc2ccccc2N2CCN(C)CC2)c1	-0.7	1.3	-0.7	2	-0.4	-7	-2	-0.7	-4	0.0	0.6
46	O=S(=O)(/C=C/c1ccccc1)N1CCOCC1	-1.5	-1.8	-2.6	2	0.6	2	0	-0.4	2	0.0	-0.9
47	O=C(O)CCc1nn2c3ccccc3n(CC(=O)c3cccs3)c2nc1=O	-1.1	-1.1	1.3	-2	11	-1	-1	0.8	3	0.8	0.7
48	COc1cccc(S(=O)(=O)Nc2ccc3sc(C)nc3c2)c1	-1.9	-2.3	2.7	-25	-0.1	2	-3	0.7	0	-0.7	1.5
49	Cc1cccc(N2CC(O)=C(c3nc4ccccc4n3C)C2=N)c1	-1.4	-1.7	-1.1	11	0.0	7	-1	1.4	0	0.3	3.1
